Assay outcomes as filed in PubChem.
TLR9-MyD88 block = TLR9-MyD88 interaction inhibition; Q9NR96+Q99836; CHO BLA complementation TLR9-MyD88, CCF4 FRET ratio; inhibition, % at 4.98 µM; 340,000 compounds, 0.21% hits; AID 504734;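 active = inhibition above the mean over all tested compounds plus 3 SD, cut at about 21% in these data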;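 note: 0% = DMSO only wells and 100% = clavulanate BLA inhibitor control wells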
NCOA3 inh = human NCOA3 inhibition | Q9Y6Q9 | HEK293 GAL4-SRC3 luciferase reporter, luminescence | inhibition, % at 3.6 µM | 360,000 compounds, 0.17% hits | AID 588352;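 active = inhibition above a per-campaign cutoff, the mean of all compounds plus 3 SD, cut at about 60% in these data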;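 note: 0% = DMSO-treated cells and 100% = gossypol-treated cells at 36 µM; higher means less SRC3-driven luciferase light from the GAL4 reporter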
Target sequence (Q9Y6Q9 whole entry, looked up, the tested form may be a part): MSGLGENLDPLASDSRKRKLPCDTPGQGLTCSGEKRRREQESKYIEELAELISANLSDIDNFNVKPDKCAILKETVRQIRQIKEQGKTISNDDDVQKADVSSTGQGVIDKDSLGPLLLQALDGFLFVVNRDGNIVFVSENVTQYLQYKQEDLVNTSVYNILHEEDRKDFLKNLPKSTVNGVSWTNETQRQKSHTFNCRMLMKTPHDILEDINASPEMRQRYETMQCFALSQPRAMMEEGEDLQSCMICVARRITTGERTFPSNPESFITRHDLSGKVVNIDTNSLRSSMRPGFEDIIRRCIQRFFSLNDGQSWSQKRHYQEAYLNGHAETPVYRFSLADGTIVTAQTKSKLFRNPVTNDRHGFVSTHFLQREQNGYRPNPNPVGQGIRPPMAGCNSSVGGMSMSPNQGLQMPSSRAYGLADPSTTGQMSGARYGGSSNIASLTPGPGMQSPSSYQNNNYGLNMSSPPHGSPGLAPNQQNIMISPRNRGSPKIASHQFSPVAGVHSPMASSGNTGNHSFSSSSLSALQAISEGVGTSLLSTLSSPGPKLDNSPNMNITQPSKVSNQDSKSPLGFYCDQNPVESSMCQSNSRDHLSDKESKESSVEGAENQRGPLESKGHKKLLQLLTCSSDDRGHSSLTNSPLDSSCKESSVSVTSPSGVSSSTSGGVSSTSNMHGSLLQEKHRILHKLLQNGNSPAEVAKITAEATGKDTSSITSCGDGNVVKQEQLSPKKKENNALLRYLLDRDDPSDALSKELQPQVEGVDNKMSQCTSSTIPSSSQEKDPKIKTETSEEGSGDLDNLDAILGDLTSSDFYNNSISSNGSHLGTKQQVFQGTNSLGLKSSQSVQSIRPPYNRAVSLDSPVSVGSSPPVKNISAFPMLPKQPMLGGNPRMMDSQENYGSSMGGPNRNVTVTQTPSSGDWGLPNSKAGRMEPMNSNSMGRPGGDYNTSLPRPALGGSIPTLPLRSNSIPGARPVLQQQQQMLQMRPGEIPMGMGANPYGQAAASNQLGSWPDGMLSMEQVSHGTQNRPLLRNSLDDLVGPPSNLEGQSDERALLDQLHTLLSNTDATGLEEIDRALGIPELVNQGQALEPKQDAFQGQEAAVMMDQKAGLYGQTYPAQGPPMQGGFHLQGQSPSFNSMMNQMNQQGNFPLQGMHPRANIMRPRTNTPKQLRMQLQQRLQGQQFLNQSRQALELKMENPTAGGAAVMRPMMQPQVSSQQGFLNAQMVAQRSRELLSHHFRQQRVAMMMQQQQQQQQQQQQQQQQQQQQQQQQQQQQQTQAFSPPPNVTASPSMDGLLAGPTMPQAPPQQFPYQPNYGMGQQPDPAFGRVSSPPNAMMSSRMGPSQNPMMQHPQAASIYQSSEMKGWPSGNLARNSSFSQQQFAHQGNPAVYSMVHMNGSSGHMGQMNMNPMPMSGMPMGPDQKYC
Vif imaging = inhibitors of HIV Vif; inhibition, % at 7.49 µM; HEK293T cells, Vif self-association by quenched fluorescence, imaging, 24 h; AID 602346; 340,000 compounds, 0.35% hits; in the data active = inhibition above about 50%, passing the limit was not always enough; inconclusive = no clear call, values can overlap the other calls; inactive = below about 31%; note: some results filed as inactive read as strong as hits
TROY signal inh = TROY signaling inhibition | Q293 LMP1-TROYcd NF-kB luciferase reporter, 4 h | 360,000 compounds, 0.98% hits | AID 1347056 | inhibition, % at 10 µM;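 active = compounds whose plate-normalised and pattern-corrected inhibition of the luciferase reporter signal at the single screening dose is 50% or more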
C8 TRAIL sens = sensitizes caspase-8 expressing cells to TRAIL; NB7+C8 cells + TRAIL, ATPlite viability luminescence; inhibition (viability loss, TRAIL sensitization), % at 10 µM; 360,000 compounds, 1% hits; AID 624354;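 active = compounds causing at least 50% loss of cell viability in the single-dose screen, relative to plate controls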
NCOA1 inh = inhibitors of human steroid receptor coactivator 1 (SRC1) | Q15788 | HEK293 GAL4-SRC1 luciferase reporter, luminescence | inhibition, % at 3.6 µM | 360,000 compounds, 0.12% hits | AID 588354;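 active = inhibition above the campaign mean plus 3 SD, with each screening campaign given its own cutoff, cut at about 60% in these data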;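 note: 0% = DMSO treated cells and 100% = gossypol at 36 µM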
NOD2-RIPK2 inh = blocks binding of human NOD2 to RIPK2; 360,000 compounds, 0.38% hits; O43353; AID 624267; CHO BLA complementation NOD2-RIPK2, CCF4 ratio; inhibition, % at 4.98 µM; in the data active = inhibition above about 21%;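 note: 0% = vehicle only and 100% = reference blocker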
LRH-1 inv ag = suppresses constitutive activity of human LRH-1; O00482; HEK293T StAR-luciferase reporter, LRH-1 transfected, 24 h; inhibition, % at 3.6 µM; 360,000 compounds, 0.13% hits;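 active = inhibition above the mean inhibition of all tested compounds plus 3 SD, cut at about 73% in these data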;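 note: 0% = DMSO wells and 100% = reporter-only cells lacking LRH-1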
SRC2 inh = inhibits human steroid receptor coactivator 2 | Q15596 | HEK293 GAL4-SRC2 luciferase reporter, luminescence | inhibition, % at 9 µM | 370,000 compounds, 0.17% hits | AID 651957;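 active = inhibition above the mean inhibition of all tested compounds plus 3 SD, set per campaign, cut at about 52% in these data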;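 note: 0% = DMSO treated cells and 100% = cells given Gossypol at 36 µM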
LMP1 NFkB inh = Epstein-Barr LMP1 NF-kappaB reporter inhibition; inhibition, % at 12.5 µM; 350,000 compounds, 0.69% hits; AID 504558; LMP1-induced NF-kappaB luciferase reporter cells, luminescence; in the data active = inhibition above about 41%; inconclusive = no clear call, values can overlap the other calls;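 note: 0% = neutral control wells and 100% = reference inhibitor control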
NR2F2 inh = NR2F2 (human) inhibition, primary screen. P24468. HEK293T NGFI-A luciferase reporter, luminescence. inhibition, % at 8.6 µM. 370,000 compounds, 0.7% hits. AID 686940;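 active = inhibition above a per-plate cutoff, mean inhibition of test wells between control levels plus 3 SD, cut at about 38% in these data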;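 note: cells cotransfected with COUP-TFII expression vector driving the NGFI-A reporter; 0% = median of COUP-TF2 test wells and 100% = reporter-only cells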
* hit, by the source's call; ? = inconclusive; . = no result given. An excerpt. The share of hits here may be higher or lower than overall.

SMILES	TLR9-MyD88 block	NCOA3 inh	Vif imaging	TROY signal inh	C8 TRAIL sens	NCOA1 inh	NOD2-RIPK2 inh	LRH-1 inv ag	SRC2 inh	LMP1 NFkB inh	NR2F2 inh
Cc1cccn2c(=O)c3cc(C#N)c(=NC(=O)c4ccncc4)n(CCCOC(C)C)c3nc12	0	-2	5	22	-14	-15	3	-7	-2	6	-7
O=C(Cn1c(NCCO)nc2ccccc21)NCC1CCCO1 (stereo not drawn)	-1	6	-2	-13	1	2	-10	-12	-5	-11	8
CC(=O)OCCNC(=O)Cn1cnc2c1c(=O)n(C)c(=O)n2C	-9	10	10	22	13	-5	4	-11	-24	4	-11
O=C(O)CCc1nc2cc3ccccc3cc2[nH]1	-8	15	1	17	-1	-17	-8	-15	20	1	11
COc1cnc(-c2ccccc2)nc1Oc1cccc(C)c1	6	3	-6	10	27	6	-3	27	6	-9	-2
CCOc1cc(S(=O)(=O)N2CCN(CC)CC2)ccc1Cl	-11	0	-8	13	1	-10	1	2	-22	4	7
COc1ccc(NS(=O)(=O)c2ccc(NS(=O)(=O)c3cccs3)cc2)cc1	-13	-5	29	-8	20	-1	-4	-10	-18	-2	2
c1ccc(CN2C3=NCCCN3c3ccccc32)cc1	5	10	4	.	.	9	6	4	-28	-1	5
O=C(Nc1nnc(C2CCCCC2)s1)c1cccs1	-9	-70	-3	-78	18	-74	-10	-62	-40	-13	-39
CCCOC(=O)CSc1nnc(-c2cc(OC)c(OC)c(OC)c2)o1	-1	-3	2	4	-9	2	0	16	5	1	-6
NS(=O)(=O)c1ccc(CNS(=O)(=O)c2ccc(Cl)nc2)cc1	0	-3	-1	-4	-2	-11	-4	-12	3	-10	-35
O=C(NCCc1c[nH]c2ccccc12)C(=O)NCC1OCCCN1S(=O)(=O)c1ccccc1 (stereo not drawn)	-4	5	-5	7	26	-18	12	13	-18	0	5
CCCC(=O)Nc1ccc(C(=O)NCC2CCCO2)cc1 (stereo not drawn)	-7	13	-1	8	-1	2	-1	15	-13	-1	5
CCOC(=O)N1CCN(C(=O)c2cc(COc3ccc(Cl)cc3OC)on2)CC1	1	8	-2	-16	-18	-15	0	-35	22	8	18
COc1ccc(CCNC(=O)C2CCN(C(=O)c3cccc(Cl)c3)CC2)cc1OC	5	-6	-3	14	-1	5	-1	-6	-9	-3	3
Cc1cc(C(=O)Nc2ccc(S(=O)(=O)N3CCCC3)cc2)cs1	2	3	-5	-4	10	-16	-5	12	-6	-5	-22
COc1ccc(CCNC(=O)CN2CCC(C)CC2)cc1OC	2	13	7	3	-5	4	-11	13	-3	-16	3
Cc1ccnc(SCC(=O)N2CCc3ccccc32)n1	-3	-35	-8	-52	-1	-56	-2	-113	-38	-22	-33
Cc1ccc(C)c(CN2C(=O)C3(OCCCO3)c3ccccc32)c1	-14	7	-4	7	12	21	-3	5	19	-3	0
O=C1NN(c2ccccc2)C(=O)/C1=C\c1ccc(-c2cc([N+](=O)[O-])ccc2O)o1	-3	15	2	-12	-1	-6	-4	6	-29	4	-10
O=C(COC(=O)c1cccc(Cl)c1)NCCN1C(=O)CSC1=O	4	-4	.	-26	0	3	4	-6	3	3	16
Cc1ccccc1CN(C)C[C@@H]1OCc2cnnn2CCCC(=O)N([C@@H](C)CO)C[C@H]1C	-4	0	-2	12	-5	-13	3	-6	18	4	-7
CCN(CC)c1ccc(/C=N/NC(=O)c2ccc(Br)o2)cc1	-7	-62	2	-30	19	-84	6	-60	-39	-29	-48
Nc1ccn([C@@H]2O[C@H](C(=O)N[C@H](CO)Cc3ccccc3)[C@@H](O)[C@H]2O)c(=O)n1	.	20	.	-16	6	-15	-8	7	-5	.	4
O=C(O)c1ccc2c(=O)n3c(nc2c1)/C(=C/c1cccc(Cl)c1Cl)CCCC3	5	15	-1	14	-17	-22	-3	-21	-19	-21	-17
S=c1nc[nH]c2c1cnn2-c1ccccc1	0	-17	0	-23	-9	-51	-5	-63	-29	-12	-25
CCc1nc(SCC(=O)Nc2cc(C)on2)c2c(C)c(C)sc2n1	2	-8	10	3	-4	2	2	2	-3	-1	9
Cc1ccccc1CC1(CO)CCCN(C(=O)c2ccc3ncccc3c2)C1 (stereo not drawn)	1	9	15	8	-2	-3	-2	-7	12	-10	10
O=C(COc1ccc(S(=O)(=O)N2CCOCC2)cc1Cl)NCc1ccccn1	-10	5	-5	8	-2	-3	0	10	9	3	-9
CC(=O)NCCc1ccc(S(=O)(=O)NC2OC(=O)c3ccccc32)cc1 (stereo not drawn)	-2	9	4	1	-7	-9	-3	28	-3	-1	-13
CCC(=O)Nc1ccc(C(=O)CSc2nnc(-c3ccc(NS(C)(=O)=O)cc3)n2C)cc1OC	9	9	2	1	3	-12	0	-2	-7	-4	8
CC(=O)Nc1nnc(SCC(=O)NC2CC2)s1	-3	-3	22	3	2	4	-5	-18	-19	-4	-1
Cc1cccc(Cn2c(=O)c3c(nc4n3CCCN4Cc3ccccc3)n(C)c2=O)c1	4	20	-16	5	5	22	-12	-3	3	2	3
O=C(Nc1ccc2c(c1)OCCO2)c1cccc(Br)c1	2	-106	-1	-53	50	-92	-3	-104	-39	-24	-32
Cc1ccc(NC(=S)NNC(=O)c2c([N+](=O)[O-])c(C)nn2C)cc1	-6	17	18	-5	3	5	-14	20	-5	0	5
CC(=O)N1CCN(c2ccc(NC(=O)c3ccc([N+](=O)[O-])cc3)cc2)CC1	4	-7	10	15	18	-6	4	0	-14	9	-4
CCN(CCCNC(=O)CCc1nc(-c2ccc(C)cc2)no1)c1cccc(C)c1	-2	5	-11	0	-3	1	0	20	22	3	7
O=C1CC(=O)N(c2ccccc2)N1c1ccccc1	-8	0	-1	3	-5	-2	-8	-3	11	1	-12
Cc1c(CBr)[n+](=O)c2c(n1[O-])C(Br)CCC2Br (stereo not drawn)	-10	21	-4	10	-5	0	0	-3	15	-3	-30
COc1cc(/C=C2\SC(=O)NC2=O)ccc1OCc1ccc(Cl)nc1	4	-7	11	-48	-16	10	0	-6	-41	19	15
CCOC(=O)c1c(NC(=O)c2c(-c3ccccc3)noc2C)sc(C)c1-c1ccccc1	-8	-38	-18	-26	21	25	-8	-18	-13	21	-93
CN(CCO)C(=O)c1nc[nH]c1C(=O)N(C)Cc1ccccc1	.	-5	.	6	-10	-35	-15	9	25	.	-7
Cc1ccc(C(=O)NCC(=O)Nc2ccc(S(=O)(=O)Nc3cc(C)nc(C)n3)cc2)cc1	-1	12	.	0	12	-28	-4	10	-23	-3	-10
O=S(=O)(N/N=C/c1ccc(N2CCOCC2)cc1)c1ccccc1	8	4	5	0	-6	-7	3	-4	-2	6	8
Cc1ccc[n+](CC(=O)c2ccc(Cl)cc2)c1	-4	-12	11	0	-16	-1	3	15	4	7	-11
S=c1[nH]nc(Cc2ccccc2)n1-c1cccc2ccccc12	-5	2	0	-5	-4	-1	0	-5	-3	-1	-1
COc1ccc(/C=C/C(=O)NC(=S)NCC2CCCO2)cc1 (stereo not drawn)	4	-6	-2	5	2	-40	-1	15	0	-2	-11
Cc1ccc(C(=O)NC(Cc2c[nH]c3ccccc23)C(=O)O)o1 (stereo not drawn)	-6	-1	12	10	-12	2	0	23	-2	-4	-5
Cc1cccc(N2CCN(C(=O)CCS(=O)(=O)c3ccc4c(c3)NC(=O)CO4)CC2)c1C	9	15	-2	13	13	-4	0	8	-8	7	-9
COc1ccc(NC(=O)c2sc3nc(C)nc(N4CCOCC4)c3c2C)c(OC)c1	6	8	11	3	-11	0	-5	-13	0	-4	3
C=C(C)CN(CC)C(=O)CCc1nnc(CCc2c[nH]c3ccccc23)o1	-2	6	10	-11	11	-19	-11	0	16	-19	9
CC(C)CC(C(=O)O)N1C(=O)C2C3C=CC(C2C1=O)C1C(=O)N(C(CC(C)C)C(=O)O)C(=O)C31 (stereo not drawn)	-7	5	-1	-8	-33	14	-4	0	1	-9	-23
CCC(Oc1ccc(C)cc1)C(=O)Nc1ccc2c(c1)n(C)c(=O)n2C (stereo not drawn)	-2	2	-1	-26	-5	3	-5	17	5	-2	-31
Cc1onc(-c2ccccc2)c1C(=O)NCCc1c[nH]c2ccccc12	0	19	-3	9	-1	-33	-4	11	-10	6	-10
CN(Cc1cnc2nc(N)nc(N)c2n1)c1ccc(C(=O)NC(CCC(=O)O)C(=O)O)c2ccccc12 (stereo not drawn)	0	64*	-14	13	83*	73*	-6	46	15	?	14

Gathered by group: the entries above with a halogen
SMILES	TLR9-MyD88 block	NCOA3 inh	Vif imaging	TROY signal inh	C8 TRAIL sens	NCOA1 inh	NOD2-RIPK2 inh	LRH-1 inv ag	SRC2 inh	LMP1 NFkB inh	NR2F2 inh
CCOc1cc(S(=O)(=O)N2CCN(CC)CC2)ccc1Cl	-11	0	-8	13	1	-10	1	2	-22	4	7
NS(=O)(=O)c1ccc(CNS(=O)(=O)c2ccc(Cl)nc2)cc1	0	-3	-1	-4	-2	-11	-4	-12	3	-10	-35
CCOC(=O)N1CCN(C(=O)c2cc(COc3ccc(Cl)cc3OC)on2)CC1	1	8	-2	-16	-18	-15	0	-35	22	8	18
COc1ccc(CCNC(=O)C2CCN(C(=O)c3cccc(Cl)c3)CC2)cc1OC	5	-6	-3	14	-1	5	-1	-6	-9	-3	3
O=C(COC(=O)c1cccc(Cl)c1)NCCN1C(=O)CSC1=O	4	-4	.	-26	0	3	4	-6	3	3	16
CCN(CC)c1ccc(/C=N/NC(=O)c2ccc(Br)o2)cc1	-7	-62	2	-30	19	-84	6	-60	-39	-29	-48
O=C(O)c1ccc2c(=O)n3c(nc2c1)/C(=C/c1cccc(Cl)c1Cl)CCCC3	5	15	-1	14	-17	-22	-3	-21	-19	-21	-17
O=C(COc1ccc(S(=O)(=O)N2CCOCC2)cc1Cl)NCc1ccccn1	-10	5	-5	8	-2	-3	0	10	9	3	-9
O=C(Nc1ccc2c(c1)OCCO2)c1cccc(Br)c1	2	-106	-1	-53	50	-92	-3	-104	-39	-24	-32
Cc1c(CBr)[n+](=O)c2c(n1[O-])C(Br)CCC2Br (stereo not drawn)	-10	21	-4	10	-5	0	0	-3	15	-3	-30
COc1cc(/C=C2\SC(=O)NC2=O)ccc1OCc1ccc(Cl)nc1	4	-7	11	-48	-16	10	0	-6	-41	19	15
Cc1ccc[n+](CC(=O)c2ccc(Cl)cc2)c1	-4	-12	11	0	-16	-1	3	15	4	7	-11

Part of the list above, as labelled records.
CCN(CC)c1ccc(/C=N/NC(=O)c2ccc(Br)o2)cc1
  TLR9-MyD88 block = -7
  NCOA3 inh = -62
  Vif imaging = 2
  TROY signal inh = -30
  C8 TRAIL sens = 19
  NCOA1 inh = -84
  NOD2-RIPK2 inh = 6
  LRH-1 inv ag = -60
  SRC2 inh = -39
  LMP1 NFkB inh = -29
  NR2F2 inh = -48
Cc1ccc(NC(=S)NNC(=O)c2c([N+](=O)[O-])c(C)nn2C)cc1
  TLR9-MyD88 block = -6
  NCOA3 inh = 17
  Vif imaging = 18
  TROY signal inh = -5
  C8 TRAIL sens = 3
  NCOA1 inh = 5
  NOD2-RIPK2 inh = -14
  LRH-1 inv ag = 20
  SRC2 inh = -5
  LMP1 NFkB inh = 0
  NR2F2 inh = 5
